Screens (PubChem BioAssay)
RAD52 inh: inhibitors of human RAD52 DNA annealing. actives 0.46% (n = 360,000). inhibition, % at 18.7 µM. AID 651710. recombinant RAD52 DNA annealing, FRET fluorescence. P43351;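 active means every replicate showing at least 50% inhibition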
S100A4 inh HTS: inhibitors of human S100A4 binding to myosin IIA peptide | P26447 | S100A4/TAMRA-MyoIIA peptide fluorescence polarization | inhibition, % at 10.7 µM | actives 0.14% (n = 360,000) | AID 652163;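 active means mean inhibition of at least 70% across replicates, with every replicate also reaching that level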
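Material: human S100A4 monomer with TAMRA-labelled myosin IIA peptide; buffer or medium: HEPES pH 7.2 with CaCl2, KCl, NaCl, DTT, Triton; compound dosing: one concentration per compound; schedule: 5 min incubation before reading; benchmarks: neutral control DMSO, positive control TFP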
esBAF inh: SWI/SNF esBAF complex inhibition; reporter increase, % at 12.5 µM; actives 2% (n = 350,000); mouse ES cells, Bmi1-luciferase knock-in reporter, 24 h; 100% = twice the neutral-well signal; AID 602393; in the data active means activation above about 40%;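 further: 0% = median of the plate's neutral control wells and 100% = double that signal; a rise in the Bmi1 reporter signal indicates esBAF inhibition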
ERAP1 HTS inh: ERAP1 (human) enzyme inhibition. Q9NZ08. actives 0.15% (n = 340,000). inhibition, % at 10.7 µM. recombinant ERAP1, Leu-AMC fluorescence, 60 min;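 active means mean replicate inhibition of at least 30%, or all replicates individually reaching that 30% level; inactive means mean below 30% and not every replicate reaching it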;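 further: 0% = neutral control wells and 100% = L-leucinethiol positive control wells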
E-selectin induc: induces E-selectin expression in human endothelial cells; HUVEC E-selectin immunofluorescence imaging; normalized: neutral wells 0, TNF-alpha wells 100; activation, % at 7.58 µM; actives 0.37% (n = 260,000);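 active means mean E-selectin-positive cell signal at least 10% of the positive control, reached in at least 60% of replicates, without over 20% cell loss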;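 further: in these data hits start at about 27%; measured in HUVEC primary endothelial cells; signal is the percent of cells scored E-selectin positive by PE staining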
Target sequence (P16581 whole entry, looked up): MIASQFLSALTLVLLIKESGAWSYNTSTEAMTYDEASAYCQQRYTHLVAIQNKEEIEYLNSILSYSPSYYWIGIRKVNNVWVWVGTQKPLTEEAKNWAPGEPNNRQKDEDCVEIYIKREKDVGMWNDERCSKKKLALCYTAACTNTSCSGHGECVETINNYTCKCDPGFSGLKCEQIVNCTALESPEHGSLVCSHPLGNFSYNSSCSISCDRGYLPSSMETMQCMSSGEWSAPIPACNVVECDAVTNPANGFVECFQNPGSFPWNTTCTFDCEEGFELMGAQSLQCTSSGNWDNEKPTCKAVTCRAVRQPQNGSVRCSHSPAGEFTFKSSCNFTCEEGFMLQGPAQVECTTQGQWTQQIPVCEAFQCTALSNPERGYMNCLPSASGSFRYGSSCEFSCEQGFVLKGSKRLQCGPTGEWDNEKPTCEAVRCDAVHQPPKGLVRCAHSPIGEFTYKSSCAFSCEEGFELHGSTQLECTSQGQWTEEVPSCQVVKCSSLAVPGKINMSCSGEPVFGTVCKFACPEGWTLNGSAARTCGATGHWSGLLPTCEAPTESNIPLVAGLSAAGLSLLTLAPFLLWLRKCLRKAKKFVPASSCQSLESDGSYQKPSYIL
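material = human umbilical vein endothelial cells (HUVEC), E-selectin induction | quantity = 3,000 cells/well | medium = EGM-2 growth medium on 0.1% gelatin-coated wells | technique = immunofluorescence imaging | read-out basis = % PE-positive cells | control set = TNF-alpha positive control, DMSO neutral control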
XiGFP reactiv: activators of X-chromosome reactivation in mouse fibroblasts; actives 0.055% (n = 360,000); AID 743238; XiGFP mouse fibroblasts, % GFP-positive cells imaging, 3 d; cells co-treated with 5-aza-dC sensitizer; scaled so ellipticine positive control = 100%; activation, % at 7.58 µM;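 active means mean normalized replicate activation at least 10% and every replicate at or above 10%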;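 further: 0% = median of on-plate neutral control wells and 100% = ellipticine 6 µM median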
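Assay system: SV40-immortalized XiGFP fibroblast cells, line 68-5-11; buffer or medium: DMEM plus 5-aza-dC sensitizer; compound: one concentration, pinned; timing: compounds 3 days, fix/stain 15 min at room temperature; benchmarks: positive control ellipticine, 6 µM final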
ERp5 block: ERp5 (human) disulfide isomerase inhibition; Q15084; inhibition, % at 9.99 µM; actives 0.05% (n = 350,000); AID 651711; ERp5 insulin aggregation, absorbance 650 nm, 90 min;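 active means mean replicate inhibition above about 25%, with every replicate also reaching it, limit read from the data, passing the limit was not always enough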
Target sequence (Q15084 whole entry, looked up): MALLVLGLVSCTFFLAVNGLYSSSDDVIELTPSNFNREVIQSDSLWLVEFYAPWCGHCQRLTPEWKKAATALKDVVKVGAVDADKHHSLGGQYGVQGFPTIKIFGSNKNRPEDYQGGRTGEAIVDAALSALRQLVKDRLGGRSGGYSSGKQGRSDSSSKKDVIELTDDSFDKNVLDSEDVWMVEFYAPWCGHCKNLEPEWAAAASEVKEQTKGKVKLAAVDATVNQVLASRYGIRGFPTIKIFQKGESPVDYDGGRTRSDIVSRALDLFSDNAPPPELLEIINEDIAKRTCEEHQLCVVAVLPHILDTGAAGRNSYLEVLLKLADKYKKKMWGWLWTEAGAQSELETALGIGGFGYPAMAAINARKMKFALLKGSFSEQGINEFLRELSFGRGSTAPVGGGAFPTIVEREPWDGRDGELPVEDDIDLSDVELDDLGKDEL
RAD54 inh: inhibitors of human RAD54 branch migration; Q92698; RAD54 Holliday junction branch migration, FAM/BHQ fluorescence; inhibition, % at 10.4 µM; actives 0.14% (n = 360,000); AID 602329;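 active means mean normalized replicate activity at least 40 and at least half of replicates scoring 40 or more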;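 further: 0% = median of neutral control wells and 100% = median of positive control wells; inhibitors cause a drop in the FAM fluorescence signal; in these data hits start at about 50%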
An asterisk follows results filed as active; nt = no result given; & = joins results of further samples. Rows were taken by chance; any-hit rate near 2.5%.

SMILES | RAD52 inh | S100A4 inh HTS | esBAF inh | ERAP1 HTS inh | E-selectin induc | XiGFP reactiv | ERp5 block | RAD54 inh
COc1ccccc1-c1cnc2c(c1)C(=O)N([C@H](C)CO)C[C@@H](C)[C@H](CN(C)Cc1ccc(C(=O)O)cc1)O2 | 23 | 8 | -9 | -3 | -0.2 | 0.1 | -5 | 8
O=[N+]([O-])c1ccc(C=NNC(=S)Nc2ccc(F)cc2)cc1 | -3 | 0 | 14 | 5 | 0.0 | 0.2 | -7 | 7
O=C(Nc1ccccc1)c1nn(-c2cccc(C(F)(F)F)c2)ccc1=O | -13 | 2 | 3 | 1 | 2.7 | 0.2 | 1 | nt
C[C@@H]1CN([C@@H](C)CO)S(=O)(=O)c2ccc(C#CC(C)(C)O)cc2O[C@H]1CN(C)C(=O)C1CCCCC1 | 5&-4 | -7&5 | -7&-3 | -1&0 | -0.1 | 0.1&-1.3 | 3&1 | -10&5
CCOC(=O)[C@]12CCC=C1N(Cc1ccco1)C(=O)[C@H](CC(=O)N1CCN(C(=O)C3CC3)CC1)C2 | -6 | -2 | nt | -2 | 0.0 | -0.1 | -1 | nt
CO[C@@H]1CN(C)C(=O)c2cc(NC(=O)C3CCC3)ccc2OC[C@H](C)N(C(=O)CN(C)C)C[C@H]1C | -8 | 6 | 0 | 1 | -0.2 | -0.4 | 0 | 5
O=C(CC1OC(=O)c2ccccc21)NNC(=O)c1ccc(F)cc1 (configuration not stated) | -8 | 4 | -12 | 2 | nt | 0.0 | 0 | -11
O=C(NCc1ccc(F)cc1)c1ccc(Cl)c(NC2=NC3CS(=O)(=O)CC3S2)c1 (configuration not stated) | -11 | -3 | -4 | 4 | nt | 0.1 | -2 | -1
C=CCNC(=O)c1cc(-c2cccnc2)nc2ccccc12 | -7 | -2 | -4 | -1 | nt | 0.2 | -4 | -10
C=CCC1(CC=C)CCCN1C(=O)c1cc(COc2cccc(OC)c2)on1 | -22 | -4 | -3 | 1 | nt | 0.1 | -2 | 5
Cn1c(N)c(C(=O)COC(=O)Cc2ccc(F)cc2)c(=O)n(C)c1=O | -3 | 1 | 1 | 0 | nt | 0.0 | 15 | 0
CC(Sc1nncn1C)C(=O)NCc1ccc2c(c1)OCO2 (configuration not stated) | -11 | -5 | nt | -4 | 6.6 | 0.0 | 3 | nt
CCCC(=O)Nc1ccc(S(=O)(=O)Nc2cc(OC)ncn2)cc1 | 7 | -2 | nt | 1 | 0.0 | 0.2 | 0 | 10
CC(C)(C)NC(=O)c1ccccc1-c1nc2ccccc2s1 | -25 | 3 | -13 | 2 | -0.3 | 0.3 | -13 | nt
Cc1nnc(NC(=O)c2cccc(S(=O)(=O)N3CC(c4ccccc4)CC3=O)c2)s1 (configuration not stated) | -12 | 57 | -1 | -1 | 0.1 | 0.0 | -7 | -3
COCC(=O)N1CC[C@@H]2[C@H](CO)Nc3ccc(-c4cccc(C(=O)N(C)C)c4)cc3[C@@H]21 | -28 | 3 | 1 | -6 | 0.8 | 0.1 | -3 | -2
C[C@@H]1CCCCO[C@H](CN(C)C(=O)CCC(F)(F)F)[C@@H](C)CN([C@@H](C)CO)C(=O)c2cc(N(C)C)ccc2O1 | 1 | 4 | -3 | 3 | -0.2 | -0.7 | -4 | -3
COc1ccc(N(CC(=O)N/N=C(\C)c2ccc(C)cc2)S(=O)(=O)c2ccccc2)cc1 | 6 | -2 | -2 | -3 | 0.1 | 0.0 | 1 | 4
O=C(C[C@H]1C[C@H]2c3cc(NS(=O)(=O)c4ccccc4)ccc3O[C@H]2[C@H](CO)O1)N1CCCCC1 | -8 | 2 | 6 | -4 | 0.1 | 0.0 | 3 | -2
O=C(Cn1cc(F)c(=O)[nH]c1=O)c1ccco1 | -11 | -2 | nt | 2 | 0.2 | 0.1 | -2 | nt
C[C@H]1CN([C@@H](C)CO)C(=O)Cc2cc(NS(=O)(=O)c3cccs3)ccc2O[C@H]1CN(C)C(=O)Nc1ccc2c(c1)OCO2 | 0 | -1 | -10 | 1 | -8.2 | 0.0 | -3 | -1
CCc1ccccc1NC(=O)C(C)n1nc([N+](=O)[O-])c(Br)c1C (configuration not stated) | -13 | -3 | 0 | -7 | nt | nt | -5 | -14
Cc1ccc(C)c(OCC(O)CNC2CCCC2)c1 (configuration not stated) | -16 | 2 | -4 | nt | 0.0 | 0.3 | 0 | -1
COc1ccc(Nc2cc(Nc3cccc(OC)c3)ncn2)cc1 | -13 | -2 | 29 | -3 | 0.0 | 0.1 | 2 | 3
CCCOC1CCCN(C(=O)c2ccc(OC3CCN(C(=O)COC)CC3)cc2)C1 (configuration not stated) | -4 | -2 | 3 | -4 | 4.1 | 0.1 | 7 | 3
Clc1ccc2nc(-c3ccco3)c(Cc3ccsc3)n2c1 | -40 | 0 | 2 | -1 | -2.1 | 0.0 | 8 | -10
CN(C)C(=O)c1ccc(-c2ccc([C@H]3[C@H](CO)N4CCCCN(Cc5cncnc5)C[C@@H]34)cc2)cc1 | -12 | -8 | nt | -2 | -0.2 | 0.1 | 1 | 4
O=C(Nc1ccc(NC(=S)NC(=O)c2ccccc2F)cc1)c1cccs1 | -14 | -2 | nt | -5 | nt | 0.2 | 3 | nt
COc1ccc(C)cc1N(C(=O)c1ccc(C#N)cc1)C1=NC(C)(C)CS1 | -11 | -2 | 6 | 0 | nt | 0.1 | -3 | 4
Cc1ccc(S(=O)(=O)Nc2ccc3c(c2)CC(=O)N([C@H](C)CO)C[C@@H](C)[C@H](CN(C)Cc2ccccc2)O3)cc1 | 7 | -6 | -3 | -12 | -0.1 | -1.1 | 1 | 7
C[C@H](CO)N1C[C@H](C)[C@H](CN(C)Cc2ccc3c(c2)OCO3)OCCCC[C@H](C)Oc2ccc(NC(=O)Nc3ccc(C(F)(F)F)cc3)cc2C1=O | 29 | 2 | -9 | -2 | -0.1 | 1.5 | -12 | 5
COc1cccc(-c2ccccc2[C@@H]2[C@@H](CO)N(C(=O)Cc3ccccc3)[C@H]2C#N)c1 | 3 | 1 | nt | 0 | 0.0 | 0.0 | 2 | nt
CCOCCCNC(=O)C(NC(=O)Cc1cccs1)c1ccccc1 (configuration not stated) | -3 | 8 | nt | 7 | -2.5 | 0.0 | 1 | nt
NS(=O)(=O)c1ccc(NC(=O)COC(=O)c2cc3ccccc3oc2=O)cc1 | 0 | 2 | 3 | -3 | 6.9 | 0.1 | 0 | -6
O=C(NC1CCCCCC1)C1CCN(S(=O)(=O)N2CCC3(CC2)OCCO3)CC1 | 4 | -1 | 5 | 6 | nt | nt | -63 | -5
COc1cc(NC(=O)c2cc(OC)c(OC)c(OC)c2)ccc1NC(=O)c1cccs1 | -10 | 4 | 4 | -2 | -0.1 | 0.1 | -1 | 8
CC12CC3CC(C)(C1)CC(C(=O)NCc1cccnc1)(C3)C2 | -8 | 0 | 1 | -3 | nt | -0.1 | 2 | -7
COc1cc(OC)cc(C(=O)OC/C(O)=C(\C#N)c2nc3ccccc3[nH]2)c1 | -24 | -2 | nt | 20 | 0.0 | -0.1 | 2 | -8
CCc1ccc(N2C=C(C(=O)OC)C(c3ccccc3F)C(C#N)=C2N)cc1 (configuration not stated) | -53 | 2 | nt | nt | 1.6 | 0.1 | -1 | nt
Cc1ccc(CN(C)C(=O)c2cccc(S(=O)(=O)N3CCN(c4ccccc4)CC3)c2)cc1 | -14 | -2 | 1 | 0 | 0.3 | 0.9 | 3 | -1

Pulled by compound from the entries so far, 3 records:
SMILES | RAD52 inh | S100A4 inh HTS | esBAF inh | ERAP1 HTS inh | E-selectin induc | XiGFP reactiv | ERp5 block | RAD54 inh
COc1ccccc1-c1cnc2c(c1)C(=O)N([C@H](C)CO)C[C@@H](C)[C@H](CN(C)Cc1ccc(C(=O)O)cc1)O2 | 23 | 8 | -9 | -3 | -0.2 | 0.1 | -5 | 8
COCC(=O)N1CC[C@@H]2[C@H](CO)Nc3ccc(-c4cccc(C(=O)N(C)C)c4)cc3[C@@H]21 | -28 | 3 | 1 | -6 | 0.8 | 0.1 | -3 | -2
CCCC(=O)Nc1ccc(S(=O)(=O)Nc2cc(OC)ncn2)cc1 | 7 | -2 | nt | 1 | 0.0 | 0.2 | 0 | 10

New compounds follow:
SMILES | RAD52 inh | S100A4 inh HTS | esBAF inh | ERAP1 HTS inh | E-selectin induc | XiGFP reactiv | ERp5 block | RAD54 inh
C[C@H](CO)N1C[C@H](C)[C@@H](CN(C)Cc2ccc(Oc3ccccc3)cc2)OCc2cnnn2CCCC1=O | -3&1 | -2&-2 | 3&-1&3 | -5&-1 | -0.1&0.1 | -0.1&0.1 | 2&7 | 3
CCCCC(=O)N1CCN(c2nc3ccc(F)cc3s2)CC1 | -9 | -4 | 12 | 1 | nt | 0.0 | 3 | 0
COc1ccc2nc(-c3ccccc3)cc(C(=O)OCC(=O)N3CCCCC3)c2c1 | -55 | -5 | 2 | 1 | nt | 0.0 | -8 | 3
Cc1cc(C)c2c(=O)n(CC(=O)Nc3cccc(F)c3)sc2n1 | -17 | 1 | nt | 6 | nt | -0.2 | 2 | nt
CC(=O)[C@]12O[C@@]3(COC[C@H](c4ccccc4)N3C1=O)[C@H]1C(=O)N(c3ccccc3)C(=O)[C@H]12 | -6 | -25 | nt | -1 | nt | nt | 6 | nt
COc1ccccc1C1SCCN1C(=O)c1ccc([N+](=O)[O-])cc1 (configuration not stated) | 8 | 2 | nt | -1 | -0.1 | 0.3 | -1 | nt
Nc1cc(=O)[nH]c(SCC(=O)Nc2ncc(C(F)(F)F)cc2Cl)n1 | -10 | 7 | nt | 3 | nt | 0.1 | 6 | nt
CCOC(=O)Nc1ccc2c(c1)nc1n2CCN(CCOC)C1 | -11 | -3 | 5 | 1 | nt | 0.3 | -2 | 6
CC1(C)O[C@@H]2[C@H](O1)[C@@H](CO)O[C@H]2n1cc(Br)c(=O)[nH]c1=O | -53 | -1 | -12 | nt | -0.3 | 0.4 | -2 | -1
COc1cc(OC)cc(C(=O)NCC(=O)OCC(=O)NCc2ccco2)c1 | -19 | 24 | nt | 2 | 1.3 | 0.0 | 2 | nt
Cc1cccc(OC(C)C(=O)NCc2ccc(S(N)(=O)=O)cc2)c1 (configuration not stated) | 0 | -1 | nt | -1 | 0.1 | -0.1 | 1 | nt
C[C@@H](NC(=O)[C@@H]1[C@@H](CO)[C@@H]2Cn3c(ccc(C4=CCCCC4)c3=O)[C@H]1N2)c1ccccc1 | -8 | 3 | 3 | 1 | -0.5 | 0.5 | -1 | 7
O=C(NCc1ccccn1)C(=O)Nc1nc(C23CC4CC(CC(C4)C2)C3)cs1 | -12 | -4 | 8 | 1 | nt | 0.0 | -1 | 1
COc1ccc(S(=O)(=O)Nc2noc3ccccc23)cc1 | -7 | -20 | -2 | -3 | 0.4 | 0.3 | 4 | -6
COc1ccc(S(=O)(=O)N2CCNCC2)cc1OC | -6 | -5 | nt | 1 | nt | 0.0 | -2 | nt
CC(C)OCC1CO1 (configuration not stated) | -16 | 4 | -6 | 6 | nt | nt | 4 | 3
COc1ccc(NC(=O)CCC(=O)N2CCN(S(=O)(=O)c3ccc(C)cc3)CC2)c(OC)c1 | -4 | -8 | -8 | 3 | -2.4 | 0.2 | -1 | -4
C[C@H](CO)N1C[C@H](C)[C@@H](CN(C)C(=O)Nc2ccccc2)Oc2ccc(NC(=O)C3CCCCC3)cc2C1=O | 17&-10 | 3&-1 | -6&-2 | 3&-2 | 0.5&-0.1 | 0.2&0.2 | 0&2 | -8&-10
